# TWEAK-Fn14 inh = inhibitors of TWEAK-Fn14 interaction signaling | inhibition, % at 10 µM | AID 1159606 | 360,000 tested, 2% active | TWEAK-stimulated Fn14 reporter cells, luciferase luminescence, 8 h; in the data active = inhibition above about 50%
# CF NFkB inh = inhibitors of cystic fibrosis induced NF-kB | KKLEB NF-kB-GFP reporter, PAF-induced, GFP fluorescence overnight | inhibition, % at 5 µM | 360,000 tested, 0.86% active | AID 588850;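 active = at least 50% inhibition at 5 µM, scaled per plate between neutral and stimulator controls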;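 note: PAF is a Pseudomonas aeruginosa culture filtrate used as stimulus; plate controls were PAF-stimulated DMSO wells for no effect and unstimulated DMSO wells for full effect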
# Peg3 prom inh = inhibitors of Peg3 promoter; HeLa PEG-Prom luciferase reporter, luminescence, overnight; inhibition, % at 20 µM; 360,000 tested, 1.7% active;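 active = inhibition of at least 50% at 20 µM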
# NR2E3 ag-1 = agonists of human NR2E3 nuclear receptor | CHO-S Gal4-NCOR/VP16-NR2E3 two-hybrid, luciferase | inhibition of corepressor binding, % at 3.98 µM | 360,000 tested, 0.35% active | AID 602229;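 active = inhibition above the mean of all tested compounds plus 3 SD, cut at about 70% in these data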;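 note: 0% = DMSO with NR2E3 transfected cells and 100% = cells lacking NR2E3 construct; higher means lower luciferase signal from less NR2E3 corepressor binding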
# Target sequence (Q9Y5X4 whole entry, looked up, the tested form may be a part): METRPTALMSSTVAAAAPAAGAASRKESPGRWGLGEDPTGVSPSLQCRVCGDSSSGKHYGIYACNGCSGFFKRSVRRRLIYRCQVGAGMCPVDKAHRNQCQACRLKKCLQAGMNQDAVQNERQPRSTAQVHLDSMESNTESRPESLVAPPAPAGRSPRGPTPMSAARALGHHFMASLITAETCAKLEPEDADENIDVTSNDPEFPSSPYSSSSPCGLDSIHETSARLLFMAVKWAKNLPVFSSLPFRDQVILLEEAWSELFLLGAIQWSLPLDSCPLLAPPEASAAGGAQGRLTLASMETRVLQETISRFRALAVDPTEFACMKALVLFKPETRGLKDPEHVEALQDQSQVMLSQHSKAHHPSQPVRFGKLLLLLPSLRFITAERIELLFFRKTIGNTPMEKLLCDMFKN
# NR2E3 ag-2 = activates human photoreceptor nuclear receptor NR2E3; inhibition of corepressor binding, % at 4.78 µM; AID 2300; 320,000 tested, 0.12% active; GST-NR2E3/biotin-RetCOR TR-FRET, 1536-well; Q9Y5X4;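 active = percent inhibition above the cutoff of mean plus 3 SD of all tested compounds, set per screening campaign, cut at about 20% in these data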;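 note: 0% = DMSO wells and 100% = biotin wells as full block of FRET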
#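 Material – GST-tagged NR2E3 plus biotinylated RetCOR corepressor · Quantity – NR2E3 fusion 1.35 nM · Times – 5 h incubation at 4 °C · Medium – pH 7.5 Tris-based buffer · Technique – TR-FRET, Eu(K)-anti-GST donor, streptavidin-D2 acceptor, ex 340, em 617/671 nm · Benchmarks – high control biotin, low control 0.6% DMSO · Format – 1536-well plates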
# TRPM1 prom inh = MITF TRPM1 promoter inhibition in SK-MEL-5 cells | SK-MEL-5 TRPM1 promoter luciferase, 24 h | inhibition, % at 12.5 µM | 330,000 tested, 0.83% active;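 active = mean inhibition across replicates of 60% or more, whatever share of single replicates reaches that level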; note: values of inactives mirror those of a sister screen read the other way
# aDG glyco act = alpha-DG glycosylation activation; activation, % at 10 µM; Pro5-aDG cells, alpha-DG glycosylation AlphaScreen (IIH6); 0% Pro5, 100% B10-LARGE cell signal; 360,000 tested, 0.22% active;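 active = activation of at least 8% versus controls, or a plate z-score of at least 8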;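 note: Pro5 are CHO cells carrying HIG-tagged alpha-DG that lacks glycosylation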
# HIF-2a inh = blocks HIF-2a reporter activity. 786-0 RCC cells HIF-2a reporter, luciferase luminescence, overnight. inhibition, % at 18.8 µM. 360,000 tested, 0.72% active;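 active = inhibition of the luminescence signal of 40% or more relative to plate controls, in a single-dose primary screen at 18.75 µM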
# KKLEB cytotox = counter-screen for CF NF-kB inhibitors: cytotoxicity; AID 602141; KKLEB CF airway cells viability, ATPlite luminescence, overnight; active compounds read low; cells stimulated with P. aeruginosa culture filtrate; 360,000 tested, 0.36% active; activity change (cytotoxicity), % at 5 µM;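 active = corrected activity change at or below -50% at 5 µM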
# iPSC survival up = enhancers of human iPSC single-cell survival; hiPSC single-cell survival, ATPlite luminescence; 100% = ROCK inhibitor wells, 0% = DMSO; survival enhancement, % at 20 µM; 360,000 tested, 0.044% active; in the data active = survival enhancement above about 18%;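 note: cells exposed to compounds for 16 hours before the ATP read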
# Shn3 3UTR inh = reduces Shn3 3'UTR luciferase signal in osteoblasts; inhibition, % at 12.5 µM; 360,000 tested, 0.52% active; Clone20 osteoblast Shn3 3'UTR firefly luciferase, 24 h;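 active = mean inhibition of at least 75% with every replicate also reaching 75%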;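 note: 0% = median of neutral control wells and 100% = pilot-screen positive control compound; some compounds past the cut are filed as inactive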
# Starred values were filed as active, the others as inactive; · = no result given.
SMILES,TWEAK-Fn14 inh,CF NFkB inh,Peg3 prom inh,NR2E3 ag-1,NR2E3 ag-2,TRPM1 prom inh,aDG glyco act,HIF-2a inh,KKLEB cytotox,iPSC survival up,Shn3 3UTR inh
CCn1c(O)c(C=Nc2ccccc2)n(-c2ccccc2)c1=S,-4,-12,17,-29,1,22,-0.3,16,-4,-1.8,-9
Cc1nnc(SCC(=O)Nc2ccc(S(=O)(=O)N3CCCCC3)cc2)s1,-7,-7,1,1,4,10,0.0,4,8,0.2,8
CC(NC(=O)c1cccnc1)C(=O)N1CCCCC1 (stereo not given),-9,9,2,-28,1,0,-0.2,9,-9,0.1,-9
CCCOc1ccc(C(=O)CCC(=O)OCC(=O)N2CC(=O)Nc3ccccc32)cc1,-20,-9,23,-8,1,-5,0.2,-9,-26,-0.1,3
COc1ccc(/C=N/NC(=O)CN2CCN(Cc3ccccc3)CC2)cc1Br,-12,13,-9,-17,-3,2,0.0,9,-4,1.6,10
CNS(=O)(=O)c1cc(NC(C)=O)c(C)cc1C,18,-5,15,9,-1,-5,0.3,6,0,-0.8,-9
OCCc1c[nH]c2ccc(OCc3ccccc3)cc12,-16,-5,-18,-13,0,-6,0.1,-44,-8,-0.5,-35
O=C(NCc1ccccc1)c1onc(CSc2ccccc2)c1C(=O)NCc1ccccc1,15,15,9,8,5,0,-0.1,9,-9,1.0,9
COC(=O)c1cc(COC(=O)CNC(=O)c2ccc(Br)cc2)oc1C,15,-12,0,-19,·,5,0.3,2,9,-0.6,11
COc1cc(/C=C/C(=O)OCC(=O)NC(=O)NCc2ccco2)ccc1OC(F)F,-22,14,5,-21,·,7,0.1,13,1,0.6,1
CCN(CC)CCN1C(=O)C(=O)/C(=C(/O)c2ccc(F)cc2)C1c1cccnc1 (stereo not given),4,-3,18,-15,6,-1,-0.4,11,2,-0.8,-33
Cc1cc(C)n(CC(O)Cn2cnc3c2c(=O)n(C)c(=O)n3C)n1 (stereo not given),-2,-6,15,2,-1,-8,-0.2,15,7,-2.9,12
COc1cccc(C(=O)NCC2CCCN(C(=O)c3ccc(C=O)cc3)C2)c1OC (stereo not given),-15,-26,-22,3,-1,-13,-0.2,-17,27,-0.4,-7
CCOC(=O)COc1ccc(CCNC(C)=O)cc1,9,16,-1,7,2,1,0.0,11,-2,-0.3,-1
COCC(=O)Nc1c(C(=O)Nc2ccc3c(c2)OCCO3)oc2ccccc12,17,-12,-254,-13,1,-93,-0.1,-306,-11,-0.5,-55
Brc1ccc(-c2nc3ccc(Br)cn3c2Cc2ccccc2)cc1,-12,23,-78,-86,·,·,0.3,-241,-26,3.1,-20
CC(C)c1c(C(=O)N/N=C/c2cccs2)nnn1-c1nonc1N,-21,-7,-50,-24,-2,-15,0.5,-55,-15,1.0,-12
Cc1ccc(C)c(-n2c(Cc3cccs3)n[nH]c2=S)c1,10,-3,13,-11,1,9,-0.1,7,4,4.3,0
OC(CN1CCOCC1)Cn1c2c(c3ccccc31)CCCC2 (stereo not given),3,4,-3,36,3,-11,0.0,-7,3,0.8,-2
C[C@H](CO)N1C[C@H](C)[C@@H](CN(C)S(=O)(=O)c2ccc(F)cc2)Oc2ccc(NC(=O)C3CC3)cc2C1=O,-23,12,3,-14,·,-8,0.0,2,-14,-3.5,7
CC(C)C(NC(=O)c1ccc2c(c1)OCCO2)c1nc2ccccc2[nH]1 (stereo not given),-4,17,10,10,4,7,-0.1,11,-9,-0.6,-3
CC(C)(C)n1nnnc1C(c1ccc(Cl)cc1)N(Cc1cccnc1)Cc1ccco1 (stereo not given),-3,-21,26,-3,2,11,0.3,9,2,5.5,12
COC(=O)c1sccc1-n1cccc1C(=O)C(=O)N1CC(C)OC(C)C1 (stereo not given),-2,1,-7,-12,-1,-9,0.2,0,10,-2.6,-1
O=C(CCl)N(c1ccccc1)C1CCCCC1,33,92*,110*,0,2,95*,-0.6,61*,-92*,-0.7,97*

# Some of the entries above, reformatted:
compound	TWEAK-Fn14 inh	CF NFkB inh	Peg3 prom inh	NR2E3 ag-1	NR2E3 ag-2	TRPM1 prom inh	aDG glyco act	HIF-2a inh	KKLEB cytotox	iPSC survival up	Shn3 3UTR inh
Cc1ccc(C)c(-n2c(Cc3cccs3)n[nH]c2=S)c1	10	-3	13	-11	1	9	-0.1	7	4	4.3	0
COC(=O)c1sccc1-n1cccc1C(=O)C(=O)N1CC(C)OC(C)C1 (stereo not given)	-2	1	-7	-12	-1	-9	0.2	0	10	-2.6	-1

# (more compounds)
SMILES,TWEAK-Fn14 inh,CF NFkB inh,Peg3 prom inh,NR2E3 ag-1,NR2E3 ag-2,TRPM1 prom inh,aDG glyco act,HIF-2a inh,KKLEB cytotox,iPSC survival up,Shn3 3UTR inh
COc1ccc2c(c1)/C(=C\c1cccc(/C=C3/C(=O)Nc4ccc(OC)cc43)n1)C(=O)N2,100*,83*,107*,37,·,98*,-0.6,90*,-7,1.0,96*
CCOCCOC(=O)c1cccc2c1-c1ccccc1C2=O,-6,-4,5,12,-3,-1,0.1,-5,4,2.7,11
Oc1ccc(NCc2cccc(OCc3ccccc3)c2)cc1,-3,-6,-56,-45,4,0,1.2,-82,-10,2.7,38
COc1ccc2cc(CCNS(=O)(=O)c3c(C)cc(C)cc3C)c(=O)[nH]c2c1,16,-19,19,14,2,12,0.0,12,2,-0.4,0
O=C1NC2(CCCCC2)C(=O)N1/N=C/c1ccccc1Br,-1,10,-114,0,-4,-26,-0.1,-154,22,2.0,-49
O=C(Nc1ccccc1C(=O)N1CCOCC1)C1CC(=O)N(c2ccc(F)cc2)C1 (stereo not given),-9,-12,1,-6,2,-2,0.0,9,3,1.1,-2
C=CCNC(=O)c1onc(CSc2ccccc2)c1C(=O)O,-8,10,2,-22,2,-30,0.0,-1,-5,1.5,-8
CCOc1ccc(CCNC(=O)C2CC(=O)N(CCc3ccccc3)C2)cc1OCC (stereo not given),0,-43,6,27,-2,4,-0.2,-5,5,1.6,14
Cc1ccc(CCNC(=O)CCNS(=O)(=O)c2ccc3c(c2)oc(=O)n3C)cc1,15,8,-17,-8,2,0,-0.2,-24,10,-0.2,5
COc1ccc(N(CC(=O)NC2CCCCC2)C(=O)CCCC(=O)Nc2ccccn2)cc1,17,4,12,-6,1,7,0.1,-3,-23,-0.3,8
c1ccc(Cn2c(-c3cncs3)nc3ccccc32)cc1,0,12,-118,-74,-1,-43,0.1,-123,-9,0.8,-12
CCN(CC)C(=O)N1CCC(NC(=O)Cc2ccccc2)CC1,-4,-6,6,-1,2,0,0.2,17,8,4.4,13
COc1ccc(-c2cc(=O)oc(-c3cccc(C)c3)n2)cc1,1,4,11,-17,2,4,0.0,19,-7,0.1,-1
CCN(c1ccc(OC)cc1)S(=O)(=O)c1nnc(NC(=O)COc2ccc(C)cc2)s1,-14,15,26,25,2,3,0.1,6,-2,-0.4,1
COc1ccc(OC)c(NC(=O)C(=O)NNC(=O)C23CC4CC(CC(C4)C2)C3)c1,8,11,20,-36,-2,13,0.1,9,0,-0.8,18
CCOc1ccc(-n2nnnc2SCC(=O)N2CCOCC2)cc1,-7,-4,-19,15,1,8,0.3,-42,-6,-0.3,7
CSc1nc2nc3c(cc2c(=O)n1-c1ccccc1)COC(C)(C)C3,-30,-12,3,-17,1,-10,-0.2,2,5,1.6,4
Cc1ccc(C(=O)/C=C/c2ccc3c(c2)OCCO3)c(O)c1,13,10,-328,-20,0,-3,0.1,-76,14,-0.4,-13
COc1ccccc1C(=O)NNC(=O)C(=O)Nc1cccc(Cl)c1C,13,7,-30,-17,0,10,-0.1,-4,-2,1.9,9
O=C1CCSC2=C1SCc1sccc12,3,·,·,-13,·,·,0.0,-5,·,-0.5,·
COc1ccc(-c2nc3ccc(Cl)cn3c2CC(C)(C)C)cc1OC,23,14,8,-12,·,·,-0.2,12,-2,-2.3,6
COC(=O)c1cc(NS(=O)(=O)c2ccc(C)c3ccccc23)ccc1N1CCOCC1,9,-4,25,1,0,-3,-0.1,17,1,-0.4,13
Fc1ccc(-n2cnnn2)c(F)c1,7,-4,7,-15,5,13,-0.1,14,8,-1.7,5
Cc1ccc(-c2ccc(=O)n(CC(=O)Nc3ccc4c(c3)OCCO4)n2)cc1,17,-2,3,-20,-1,2,-0.1,19,-3,-0.4,-27
Cc1ccc(S(=O)(=O)N2CCN(CCC#N)CC2)cc1,-10,2,-4,-6,-2,-5,-0.1,6,17,-0.4,-19
CS(=O)(=O)N(Cc1ccc(C(=O)NC2CCCCC2O)cc1)c1ccccc1 (stereo not given),-4,7,1,-1,-1,-6,-0.1,16,10,3.0,-11
COc1cccc(CC2(CO)CCCN(Cc3ccccc3-c3ccco3)C2)c1 (stereo not given),11,4,-6,-7,0,10,0.0,12,-5,1.9,8
COCCCNC(=S)N1CCN(C(=O)c2ccco2)CC1,-4,-18,2,-4,0,-4,0.0,11,12,-0.8,79
COc1ccc(-n2cnnc2SCC(=O)Nc2cc(C(C)(C)C)nn2-c2ccccc2)cc1,18,2,20,66,-1,3,-0.5,15,-8,-0.4,1
O=[N+]([O-])c1cc(Br)c(O)c(/C=N/Nc2nnnn2-c2cccc3ccccc23)c1,-7,3,10,-18,2,5,-0.2,8,3,1.3,1
O=C(NCc1ccco1)c1cccc2c1C(=O)c1ccc(/C=C/c3ccccc3)cc1S2(=O)=O,35,6,-10,-52,·,17,0.9,1,-17,1.9,1
C/C(Cn1cnc([N+](=O)[O-])n1)=N\NC(=O)c1ccccc1,-8,-1,0,-120,5,-2,0.0,-38,-2,0.0,-2
Cc1[nH]nc2ncc(C(=O)c3cc(F)ccc3O)cc12,1,50,19,-46,3,10,-0.2,22,-14,2.2,9
NC(=O)CC(NC(=O)c1ccccc1)c1ccc(NC2CCC2)c([N+](=O)[O-])c1 (stereo not given),-3,-20,6,-9,6,-12,0.2,3,-5,-1.7,67
CCCN(CCC)C(=O)CC(c1ccccc1)c1ccc(C)cc1O (stereo not given),3,9,14,4,-3,-22,0.2,13,-6,1.4,-7
Cc1ccccc1NC(=O)c1cccc(S(=O)(=O)N2CCCCC2)c1,-9,5,1,-57,3,6,-0.1,1,-6,-0.1,4
Cc1cc(C(=O)O)ccc1-n1c(C)cc(/C=C2\SC(=O)NC2=O)c1C,-14,-6,0,-35,2,10,-0.1,10,10,0.1,3
Cc1ccc(C(O)Cn2nc(C)cc2C)cc1 (stereo not given),-7,-13,-27,26,2,1,-0.1,-20,13,-1.4,-24

# Profiles, looked up by structure. Order of values: TWEAK-Fn14 inh, CF NFkB inh, Peg3 prom inh, NR2E3 ag-1, NR2E3 ag-2, TRPM1 prom inh, aDG glyco act, HIF-2a inh, KKLEB cytotox, iPSC survival up, Shn3 3UTR inh
# `Cc1ccc(-c2ccc(=O)n(CC(=O)Nc3ccc4c(c3)OCCO4)n2)cc1` in the list: 17, -2, 3, -20, -1, 2, -0.1, 19, -3, -0.4, -27
# `COC(=O)c1sccc1-n1cccc1C(=O)C(=O)N1CC(C)OC(C)C1` (stereo not given) in the list: -2, 1, -7, -12, -1, -9, 0.2, 0, 10, -2.6, -1

# Source: PubChem BioAssay
